BioA inh: M. tuberculosis BioA enzyme inhibitors, primary screen, biochemical, plate reader, single point, HTS | 7,8-diaminopelargonic acid synthase BioA (Mycobacterium tuberculosis) | purified M. tuberculosis BioA enzyme | inhibition, % at 9.99 µM | 360,000 compounds, 0.096% hits | AID 602481, 2012; in the data active = inhibition above about 40%; inconclusive = no clear call, values can overlap the other calls
FBA Mtb inh: Mtb FBA enzyme inhibitors, primary screen, biochemical, fluorescence, strain H37Rv. 360,000 compounds, 2.3% hits. inhibition, % at 1 µM. AID 588726, 2011. purified M. tuberculosis FBA, fluorescence read-out. Fructose-bisphosphate aldolase (Mycobacterium tuberculosis (strain ATCC 25618 / H37Rv)), …; in the data active = inhibition above about 27%;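 also: 0% = vehicle and 100% = reference inhibitor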
Target sequence (P9WQA3 whole entry, looked up): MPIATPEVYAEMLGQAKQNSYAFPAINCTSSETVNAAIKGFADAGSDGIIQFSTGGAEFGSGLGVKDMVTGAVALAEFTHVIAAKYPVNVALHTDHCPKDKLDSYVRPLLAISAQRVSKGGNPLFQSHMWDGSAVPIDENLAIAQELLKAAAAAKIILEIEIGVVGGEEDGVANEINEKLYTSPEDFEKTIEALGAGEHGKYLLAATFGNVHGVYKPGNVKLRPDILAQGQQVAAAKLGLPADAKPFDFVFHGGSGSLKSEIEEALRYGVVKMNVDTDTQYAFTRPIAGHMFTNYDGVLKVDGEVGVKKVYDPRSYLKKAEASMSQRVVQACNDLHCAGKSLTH
Y pestis TopoI: Yersinia pestis topoisomerase I inhibitors, primary screen, biochemical, cleavage product accumulation, plate reader, single point. activity, % at 10 µM. Y. pestis Topo-I cleavage product accumulation. 360,000 compounds, 0.064% hits. DNA topoisomerase I (Yersinia pestis CO92). AID 504884, 2011; in the data active = activity above about 50%, passing the limit was not always enough; inconclusive = no clear call, values can overlap the other calls; also: inactives centre near 2
Mtb UGM inh: M. tuberculosis UGM enzyme inhibitors, primary screen, biochemical, fluorescence polarization, single point; purified UGM, fluorescence polarization probe displacement; inhibition, % at 10 µM; AID 504406, 2011; UDP-galactopyranose mutase (Mycobacterium tuberculosis (strain ATCC 25618 / H37Rv)), …; 320,000 compounds, 0.06% hits; in the data active = inhibition above about 10%, passing the limit was not always enough; inconclusive = no clear call, values can overlap the other calls
Target sequence (P9WIQ1 whole entry, looked up): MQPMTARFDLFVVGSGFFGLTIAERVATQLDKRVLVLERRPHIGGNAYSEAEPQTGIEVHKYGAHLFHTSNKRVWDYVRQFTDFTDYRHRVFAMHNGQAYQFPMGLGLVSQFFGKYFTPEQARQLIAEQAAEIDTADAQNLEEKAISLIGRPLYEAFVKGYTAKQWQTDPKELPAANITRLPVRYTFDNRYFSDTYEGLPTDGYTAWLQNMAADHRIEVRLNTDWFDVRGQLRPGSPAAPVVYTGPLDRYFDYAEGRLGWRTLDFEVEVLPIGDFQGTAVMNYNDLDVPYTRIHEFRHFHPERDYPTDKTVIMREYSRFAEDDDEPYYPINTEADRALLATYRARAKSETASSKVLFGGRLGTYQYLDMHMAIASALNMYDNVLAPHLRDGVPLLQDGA
PfHsp40 rescue: rescue of yeast from PfHsp40 toxicity, primary screen, S. cerevisiae, ATP luminescence. growth rescue, % at 12.5 µM. AID 504582, 2011. S. cerevisiae expressing PfHsp40, growth rescue. 340,000 compounds, 0.68% hits; in the data active = growth rescue above about 28%, passing the limit was not always enough; inconclusive = no clear call, values can overlap the other calls;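 also: yeast W303a lacking pdr1 and pdr3 grown in galactose medium; growth measured after three days at 30 °C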
GDH-TPI inh: GDH-TPI coupling enzyme inhibitors, primary screen, artefact control for M. tuberculosis FBA inhibitor project, biochemical, absorbance, full deck; GDH-TPI coupled enzyme counterscreen, NADH absorbance; inhibition, % at 4.8 µM; 360,000 compounds, 1.2% hits; AID 588335, 2011; in the data active = inhibition above about 30%;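 also: 0% = DMSO wells and 100% = wells lacking the enzyme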
Vc quorum ag: inducers of Vibrio cholerae quorum light production without autoinducers, primary screen, BH1578 luxS cqsA deficient, single point | activation, % at 18.7 µM | V. cholerae BH1578 lux reporter, luminescence, 6 h | 350,000 compounds, 0.16% hits | AID 588436, 2011; in the data active = activation mostly above about 9.7%, no sharp cut-off; inconclusive = no clear call, values can overlap the other calls; inactive = mostly below about 3.7%; also: not every result past the cut was called active; inactives centre near 0; reference of the scale not given here
TcdB GH inh: TcdB glycohydrolase inhibitors, primary screen, biochemical, single point, plate reader | Toxin B (Clostridioides difficile), P18177 | TcdB glycohydrolase enzymatic assay | inhibition, % at 9.99 µM | 350,000 compounds, 0.24% hits; in the data active = inhibition above about 10%
FadD28 binding: inhibitors of FadD28 bisubstrate probe binding, primary screen, biochemical, fluorescence polarization, single point; inhibition, % at 12.5 µM; 360,000 compounds, 0.22% hits; in the data active = inhibition above about 8.5%, passing the limit was not always enough; inconclusive = no clear call, values can overlap the other calls
Numbers without * were called inactive; i = inactive; u = inconclusive; x = not tested or not shown. Rows are unselected; 4.6% or so of the library scored in one or more.

Every second line gives: TcdB GH inh	BioA inh	GDH-TPI inh	PfHsp40 rescue	FBA Mtb inh	FadD28 binding	Mtb UGM inh	Y pestis TopoI	Vc quorum ag
> CCC(NC(=O)c1cccc(Cn2nc(C)c([N+](=O)[O-])c2C)c1)c1ccc(C(C)C)cc1 (centres undefined)
    x	-2.9	5.6	0.7	0.7	0.0	1.9	-7.4	-0.5
> CCCc1[nH]nc2c1C(c1ccccc1OCC)C(C#N)=C(N)O2 (centres undefined)
    x	-1.3	0.6	0.1	-3.2	-1.2	2.6	-5.6	i
> COc1ccc(C(C(=O)NC2CCCCC2)N(C(=O)c2snc(C(N)=O)c2N)c2ccccc2OC)cc1 (centres undefined)
    2.5	-1.3	23.1	0.0	12.1	x	-2.4	37.5	-0.2
> CC(Cc1ccccc1)NC(=S)CN1CCCC1=S (centres undefined)
    0.7	x	-7.9	3.2	-0.3	-3.8	1.6	-1.0	i
> Cc1cccc(NC(=O)Nc2cccc(C#N)c2)n1
    2.1	0.4	3.4	0.8	2.1	-0.8	-2.0	2.4	-0.2
> Cc1ccccc1NC(=O)C1CCCN(S(=O)(=O)c2ccc(-n3cnnn3)cc2)C1 (centres undefined)
    2.0	x	3.0	-1.6	1.5	-2.9	0.1	0.7	-0.3
> Cc1ccc(/C=N/NC(=O)c2nnn(-c3nonc3N)c2-c2ccccc2)o1
    1.1	-0.3	44.0*	-0.6	-3.9	-6.0	0.5	-2.4	i
> CC1CN(C(=O)Cn2c(C(F)(F)F)nc3ccccc32)CC(C)O1 (centres undefined)
    x	0.6	-5.0	-0.9	9.7	0.0	1.1	0.2	1.7
> Cc1ccc(S(=O)(=O)N2CCN(S(=O)(=O)c3ccccc3)C2c2ccc(N(C)C)cc2)cc1 (centres undefined)
    x	-0.5	9.7	0.9	2.2	1.7	-2.2	15.0	i
> COc1cccc(C(=O)COC(=O)c2n[nH]c(=O)c3ccccc23)c1
    0.8	x	1.3	1.2	0.9	-3.7	-1.3	19.4	-0.3

(continued)
Every second line gives: TcdB GH inh	BioA inh	GDH-TPI inh	PfHsp40 rescue	FBA Mtb inh	FadD28 binding	Mtb UGM inh	Y pestis TopoI	Vc quorum ag
> c1ccc(CCNc2ncnc3sccc23)nc1
    2.2	x	-1.3	1.0	0.6	-0.9	-1.1	-1.2	i
> COc1ccc(NC(=O)COC(=O)Cc2c(F)cccc2Cl)cc1OC
    1.0	x	-1.3	0.7	0.4	0.5	1.8	-2.1	-0.4
> COc1cccc(/C=C2\SC(=O)N(CCC(=O)N3CCCCC3CCO)C2=O)c1 (centres undefined)
    -1.3	0.4	30.8*	-0.1	-0.6	-0.9	1.4	27.3	0.5
> O=C(CN1C(=O)c2ccccc2C1=O)NC(Cc1ccccc1)C(=O)O (centres undefined)
    0.3	-0.6	-1.4	-2.2	-3.3	-2.0	x	4.5	-1.3
> CN(C)C1(CNC(=O)c2cc(S(=O)(=O)N3CCOCC3)c(Cl)cc2Cl)CCCCC1
    1.8	x	-4.6	-1.1	-1.7	0.4	-1.4	4.6	-0.3
> COC(=O)C1NN=C(C(=O)c2ccc(Cl)cc2)C1c1ccc(OC)cc1 (centres undefined)
    -1.1	0.4	1.1	4.4	-2.4	-3.0	0.3	-5.0	-1.6
> O=C(O)CC(O)(CC(=O)O)C(=O)O
    0.1	-1.0	5.6	0.1	3.8	-1.8	0.7	3.4	-0.4
> O=S(=O)(CCSc1ccc(C(F)(F)F)cn1)c1ccc(Cl)cc1
    2.5	x	-15.3	0.0	0.4	-4.6	-0.8	10.4	-0.9
> O=C(NC1CC1)C1CCCN(C(=O)NC2CCCCC2)C1 (centres undefined)
    1.1	x	-1.3	-0.1	0.9	0.1	-0.1	6.0	i
> CCS(=O)(=O)N1Cc2ccccc2CC1C(=O)Nc1nnc(C2CC2)s1 (centres undefined)
    0.0	x	-1.2	-1.7	1.0	0.1	4.8	7.9	1.3

Carrying on.
Every second line gives: TcdB GH inh	BioA inh	GDH-TPI inh	PfHsp40 rescue	FBA Mtb inh	FadD28 binding	Mtb UGM inh	Y pestis TopoI	Vc quorum ag
> COc1ccc2nc3ccccc3nc2c1NC(=O)c1ccc(Cl)cc1
    x	5.0	1.5	2.2	0.3	-3.5	3.7	5.0	-0.7
> CCOC(=O)N1CCN(C(=O)c2ccc(NC(=O)CC)cc2)CC1
    x	1.8	-10.1	0.4	5.0	1.5	0.0	3.6	0.4
> Cc1nc2ccccc2cc1C(=O)N/N=C/c1cccc([N+](=O)[O-])c1
    x	x	-4.0	-0.4	6.8	-1.1	0.8	0.7	1.9
> CCN(CC)S(=O)(=O)c1cccc(C(=O)N/N=C/c2ccc([N+](=O)[O-])o2)c1
    -1.5	x	5.0	0.2	0.9	0.9	-1.0	0.7	-0.6
> CC(C)Oc1ccc(CNC(=S)Nc2ccccc2)cc1Cl
    0.3	1.1	11.7	1.9	2.3	-1.0	0.4	0.4	-0.4
> Cc1ccccc1N1CCN(C(=S)c2ccc(-c3cccc([N+](=O)[O-])c3)o2)CC1
    1.6	x	12.1	-1.1	-1.9	-1.5	-1.8	3.9	0.6
> Cc1cc(C)cc(NC(=O)CCn2ccnc2)c1
    2.0	-3.7	5.5	-1.7	3.4	-0.5	2.8	-4.6	-0.3
> O=C(Nc1cc(F)ccc1F)C1CCN(S(=O)(=O)c2cccc3nonc23)CC1
    -0.4	-0.5	0.0	-0.3	-6.0	-2.4	2.6	11.6	-0.2
> COc1cc(N/N=C(\C)c2ccc(N)cc2)nc(-c2ccccc2)n1
    0.0	x	11.7	-0.2	-2.9	-1.4	-2.8	-20.8	i
> NS(=O)(=O)c1cccc(NC(=O)COC(=O)CCCc2c[nH]c3ccccc23)c1
    1.1	x	0.9	-0.7	2.5	-2.5	0.5	-4.5	i

Next entries:
Every second line gives: TcdB GH inh	BioA inh	GDH-TPI inh	PfHsp40 rescue	FBA Mtb inh	FadD28 binding	Mtb UGM inh	Y pestis TopoI	Vc quorum ag
> COc1ccccc1/C=C(/C(=O)OCC(N)=O)c1ccccc1
    0.7	1.0	7.7	18.3	2.0	-1.0	1.8	-0.3	-0.8
> Cc1cc(NC(=O)CN2C(=O)NC(CC(C)C)C2=O)no1 (centres undefined)
    -0.5	-0.3	12.7	-0.7	2.3	0.4	4.3	8.3	i
> COc1ccc(OCCn2c(=O)sc3ccccc32)cc1
    2.1	x	2.2	3.0	4.4	-0.4	-0.6	3.9	i
> COc1ccc(S(=O)(=O)Nc2ccccc2)cc1OC
    x	2.9	-3.7	-0.2	1.6	-2.6	2.1	0.5	2.9
> CC[C@@]1(C(=O)OC)N[C@H](CN(C)C(=O)Nc2ccc(Cl)cc2)[C@@H]2C(=O)N(Cc3ccccc3)C(=O)[C@@H]21
    0.5	0.0	10.0	-0.8	2.5	-1.9	-0.9	2.8	-1.0
> Cc1cccc(NC(=O)COC(=O)CCCC2=NS(=O)(=O)c3ccccc3N2)c1
    8.9	-0.3	12.6	1.4	1.6	1.8	1.5	3.6	-0.2
> O=C(Cn1cc(C(F)(F)F)ccc1=O)N/N=C/c1cccc(Cl)c1
    0.6	x	-5.0	0.1	-0.9	-4.6	1.3	7.7	-1.3
> COc1ccc2c(C)cc(SCC(=O)N(C)C3CCS(=O)(=O)C3)nc2c1 (centres undefined)
    -0.1	x	5.5	1.0	1.1	u	-1.4	-10.1	-0.5
> O=C(NCc1cccnc1)c1nc(-c2cccs2)no1
    0.9	x	-1.2	-0.8	-3.7	-1.1	-3.3	-2.1	-0.4
> CCOC(=O)N1CCN(C(=O)c2ccccc2N(C)S(C)(=O)=O)CC1
    1.1	-0.2	6.3	0.9	-0.9	0.8	1.4	5.2	i

The list goes on.
Every second line gives: TcdB GH inh	BioA inh	GDH-TPI inh	PfHsp40 rescue	FBA Mtb inh	FadD28 binding	Mtb UGM inh	Y pestis TopoI	Vc quorum ag
> Cc1cc(=O)n2nc(N3CCCC(C(=O)NCc4ccc(Cl)cc4)C3)sc2n1 (centres undefined)
    0.5	-0.2	7.4	2.5	1.6	-3.0	-2.7	3.7	-0.3
> CC(C)NC(=O)c1onc(CSc2ccncc2)c1C(=O)NC(C)C
    2.8	1.4	-10.0	-0.1	-1.7	-1.1	-0.8	-12.1	i
> CC1(C)CC(=O)C2=C(C1)NC(=S)C(C#N)C21CCCCC1 (centres undefined)
    0.8	-2.3	22.8	0.2	-2.2	0.0	0.7	-4.3	i
> COc1ncccc1C(=O)N1CCCC(C(=O)Nc2cccc(-c3ccc(F)cc3)c2)C1 (centres undefined)
    1.4	-0.3	9.7	x	1.8	-0.4	x	20.8	-1.0
> Cc1oc(-c2ccccc2)cc1C(=O)NC(Cc1c[nH]c2ccccc12)C(=O)O (centres undefined)
    x	x	0.7	2.9	0.4	2.4	-0.8	0.5	-0.2
> CCC(C)(C)NC(=O)C(c1ccc(OC)cc1)N(C(=O)CCC(=O)Nc1cc(C)on1)c1ccccc1OC (centres undefined)
    0.6	x	-1.5	0.3	-1.9	x	0.8	30.0	i
> CCn1cc(C(=O)NC2CCCC2)c(=O)c2cc(S(=O)(=O)N3CCOCC3)ccc21
    0.1	-1.0	7.4	0.4	0.0	0.7	x	3.0	-0.4
> O=C(CCc1ccc(S(=O)(=O)N2CCOCC2)cc1)Nc1ccc(F)cc1[N+](=O)[O-]
    2.6	-0.8	-6.8	1.0	-3.2	-3.5	-0.9	-0.1	-7.6
> N#CC1=C(SCc2ccccc2)NC(=O)CC1c1ccco1 (centres undefined)
    x	0.7	-6.3	-0.4	0.4	-2.1	-0.7	0.7	-6.2
> O=C(/C=C/c1ccc2c(c1)OCO2)Nc1cc(S(=O)(=O)N2CCOCC2)ccc1N1CCOCC1
    3.8	x	22.3	-0.2	-0.7	-2.2	0.5	4.4	i

3 structures already listed, sorted by formula weight, rising:
Every second line gives: TcdB GH inh	BioA inh	GDH-TPI inh	PfHsp40 rescue	FBA Mtb inh	FadD28 binding	Mtb UGM inh	Y pestis TopoI	Vc quorum ag
> CC1(C)CC(=O)C2=C(C1)NC(=S)C(C#N)C21CCCCC1 (centres undefined)
    0.8	-2.3	22.8	0.2	-2.2	0.0	0.7	-4.3	i
> CC(C)NC(=O)c1onc(CSc2ccncc2)c1C(=O)NC(C)C
    2.8	1.4	-10.0	-0.1	-1.7	-1.1	-0.8	-12.1	i
> O=C(/C=C/c1ccc2c(c1)OCO2)Nc1cc(S(=O)(=O)N2CCOCC2)ccc1N1CCOCC1
    3.8	x	22.3	-0.2	-0.7	-2.2	0.5	4.4	i

The results go on:
Every second line gives: TcdB GH inh	BioA inh	GDH-TPI inh	PfHsp40 rescue	FBA Mtb inh	FadD28 binding	Mtb UGM inh	Y pestis TopoI	Vc quorum ag
> CC(NC(=O)c1ccc(S(=O)(=O)N(C)C)cc1)c1ccc(-n2ccnc2)cc1 (centres undefined)
    -2.2	x	1.5	-0.6	-0.7	-0.7	1.1	6.7	-0.3
> CCOC(=O)c1ccc([N+](=O)[O-])cc1NC(C)=O
    0.7	0.8	-1.8	0.3	0.7	-3.9	-2.7	3.0	-3.1
> C#CCOCCOCCOCCNc1nc(N2CCN(C(=O)Cn3cc(CCO)nn3)CC2)nc(N2CCN(C(=O)[C@H]([C@@H](C)CC)n3cc(CCCN=C(N)N)nn3)CC2)n1
    x	0.1	2.2	-1.3	-2.1	-3.0	x	9.0	i
> CCC(NC(=O)C(C)NC)C(=O)N1CCCC1C(=O)NC1CCCc2ccccc21 (centres undefined)
    1.9	0.2	-3.5	-0.1	-3.0	-1.8	0.0	-0.7	i
